Source: PubChem
HIF act: HIF pathway transcriptional activators, primary screen, cell-based, U2OS HRE-luciferase, luminescence. activation, % at 7.5 µM (by protocol). 0.32% of 300,000 active. U2OS HRE-luciferase reporter; normalized: DMSO 0%, desferrioxamine 100%;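 active = mean activation of at least 10% of the iron chelator positive control signal, with at least half of replicates also reaching 10%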
KLF5 inh: KLF5 expression inhibitors, primary screen, DLD-1 cells, luminescence; DLD-1 KLF5 promoter-luciferase reporter; inhibition, % at 5 µM; 0.23% of 290,000 active; AID 1700, 2009;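 active = inhibition above a per-plate limit of that plate's mean compound inhibition plus 3 SD, cut at about 60% in these data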;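 note: 0% = DMSO wells and 100% = LY294002 at 200 µM; higher means less KLF5 promoter-driven luciferase light; inactives centre near -14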
aSyn 5UTR inh: MLPCN primary screen, SNCA 5' untranslated region. alpha-synuclein 5'UTR reporter, inhibitor activity. inhibition, % (tested at 7.5 µM). 0.82% of 300,000 active; in the data active = inhibition above about 60%;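 note: H4 neuroglioblastoma cells stably carrying SNCA 5'UTR luciferase fusion; 0% = DMSO wells and 100% = positive control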
AI-2 QS modul: Vibrio harveyi AI-2 quorum sensing modulators, primary screen, JMH597 strain, luminescence/OD600 ratio; 0.4% of 300,000 active; Vibrio harveyi JMH597 AI-2 luminescence/OD600 ratio, 9 h; stronger effect = lower value; strain lacks LuxN and CqsS sensors; 0 = neutral-control median; activity change, % at 7.5 µM; in the data active = activity change below about -75%, passing the limit was not always enough;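 note: luminescence divided by OD600 gain over 9 h not by final OD600 alone; inactives centre near 13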
IEC-6 tox: cytotoxicity in IEC-6 intestinal epithelial cells, primary screen, cytotoxicity control for KLF5 inhibitor project, cell-based, luminescence. AID 1825, 2009. 0.78% of 290,000 active. inhibition, % at 5 µM. IEC-6 cytotoxicity, luminescence viability; in the data active = inhibition above about 22%;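 note: 0% = plate median of test compound wells and 100% = cytotoxic reference compound wells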
HSP90 inh: HSP90 inhibitors, primary screen, cell lysate, luminescence | Heat shock protein HSP 90 (rabbit reticulocyte lysate; luciferase refolding) | Rabbit reticulocyte lysate, luciferase refolding luminescence, 3 h | inhibition, % at 5.6 µM | 0.91% of 290,000 active | AID 1789, 2009;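 active = inhibition above the screen-wide mean plus 3 SD, computed separately per campaign, cut at about 16% in these data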;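 note: 0% = DMSO wells and 100% = 60 µM geldanamycin wells; inhibitors lower the luminescence because luciferase stays unfolded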
HSF-1 act: HSF-1 activators, primary screen, NIH3T3-HGL cells, MG132 stress, luminescence, single point | NIH3T3-HGL HSF-1 luciferase reporter, 8 h; 100% = twice DMSO control signal | activation, % at 9 µM | 1.7% of 300,000 active;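 active = mean replicate activation of at least 50% with a set share of replicates each reaching 50%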;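 note: 0% = median of the neutral control wells and 100% = twice that signal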
Platelet DG rel: inhibitors of platelet dense granule secretion, primary screen, cell-based, MLPCN, human platelets | AID 1663, 2009 | inhibition, %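 (compounds screened at 7.5 µM in platelet-rich plasma)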 | 0.22% of 300,000 active | human platelet-rich plasma, SFLLRN dense granule ATP release, luminescence;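 active = mean replicate score, as percent of positive control, at or above 50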
HSF1 inh: HSF1 inhibitors in luciferase reporter cells, primary screen, cell-based, NIH3T3, luminescence; NIH3T3-HGL HSE-luciferase, MG132-induced, luminescence 8 h; stronger effect = lower value; activity change, negative = inhibition, % at 7.5 µM (by protocol); 0.77% of 300,000 active;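 active = more than half of replicate wells show activity change below -50%, luminescence cut by over half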;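 note: luciferase reports HSF-1 transcriptional activity via heat shock element; 0% = median of DMSO wells and -100% = zero luminescence signal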
SKKanGAS inh: S. pyogenes SKKanGAS growth inhibitors in kanamycin, primary screen, streptokinase expression inhibitor project, SKKanGAS strain, BacTiter-Glo luminescence; 6 h; inhibition, % at 7.5 µM; 1.3% of 300,000 active; AID 1662, 2009;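 active = mean replicate score, as percent of positive control median, at least 50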;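 note: strain carries kanamycin resistance gene driven by streptokinase promoter and grows in 40 µg/ml kanamycin; loss of luminescence reflects streptokinase promoter inhibition or plain growth inhibition; 0% = median of DMSO wells and 100% = positive control at its reference dose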
The depositor's hits bear a star; nt = no result given.

smiles,HSP90 inh,KLF5 inh,Platelet DG rel,HIF act,AI-2 QS modul,aSyn 5UTR inh,IEC-6 tox,HSF-1 act,SKKanGAS inh,HSF1 inh
CCOC(=O)N1CCN(c2c(NCCOC)c(=O)c2=O)CC1,0,-8,-2,-0.2,22,1,-1,-3,-4,-2
COc1ccc(NC(=O)C23CCC(C)(C(=O)O2)C3(C)C)cc1 (centres undefined),-1,-31,-2,0.1,26,10,0,-4,-14,-6
O=C(COC(=O)c1ccccc1C(=O)c1ccc(Cl)cc1)NCCc1ccccc1,-1,-10,1,0.3,18,14,-5,6,-3,2
Cc1ccc2c(c1)N(CC(=O)N1CCN(C3CCCCC3)CC1)C(=O)CO2,-6,-5,18,0.0,7,-2,-8,-17,3,2
O=S(=O)(Nc1nc2ccccc2s1)c1ccc(Cl)nc1,7,-2,2,0.2,30,6,-7,-5,10,2
CC(=O)Nc1ccc(NC(=O)C(C)OC(=O)CCc2nc3ccccc3s2)cc1 (centres undefined),3,2,-3,0.4,-8,9,7,-21,2,-1
COc1ccc(C(C)=O)cc1COC(=O)c1cc(=O)c2ccccc2o1,-2,-37,5,0.1,18,23,-8,23,0,-2
COc1cccc(NC(=O)C(NCCC(C)C)c2ccccc2)c1 (centres undefined),5,-13,6,-0.1,19,12,3,-4,7,3
COc1ccc(C2CC(=O)C(C=NCCN3CCN(C(=S)Nc4ccccc4)CC3)=C(O)C2)cc1OC (centres undefined),0,-13,6,-0.8,-6,-4,-9,10,-8,5
Cc1ccc(C)n1-c1ccc(C(=O)Nc2ccccc2F)cc1,6,-35,12,2.1,1,-157,-1,7,6,2
Cc1ccc(CNC(=O)C(=O)NCC2OCCN2C(=O)c2ccc3c(c2)OCO3)cc1 (centres undefined),2,-28,-4,0.1,15,3,3,-4,-4,4
CC1CCN(S(=O)(=O)c2ccc(NC(=O)[C@@H]3CCCC[C@@H]3C(=O)O)cc2)CC1,2,-3,-3,-0.7,6,-10,5,-4,-1,0
CC1(c2ccc(Cl)cc2)NC(=O)CS1 (centres undefined),1,-1,-5,-0.5,8,-10,3,22,-10,-6
CCS(=O)(=O)c1nc(S(=O)(=O)c2ccc(Cl)cc2)c(NCCN2CCOCC2)s1,2,0,6,0.0,24,-9,-1,-12,-1,-5
COc1ccc(F)cc1Cn1nc(C(=O)O)c2ccccc2c1=O,2,0,0,-0.2,47,6,36*,3,-3,-7
CCc1ccccc1N(CC(=O)NC(C)C)C(=O)CCC(=O)Nc1nccs1,-2,-38,17,-1.5,7,3,-4,-2,3,2
CCOc1cc(NC(=S)NCc2ccco2)c(OCC)cc1NC(=O)CC,1,-2,-4,-0.2,9,7,2,-3,-9,7
CN(C)S(=O)(=O)c1cccc(COC(=O)c2cc([N+](=O)[O-])ccc2N2CCOCC2)c1,nt,nt,13,-0.1,72,14,nt,-10,10,0
CCOc1ccc(N2C(=O)CC(/C=C3/N(C)c4ccccc4C3(C)C)C2=O)cc1 (centres undefined),-2,0,-36,0.0,21,24,3,10,11,2
Cc1ccc(OCC(=O)Nc2cnn(CCCC(=O)O)c2)c([N+](=O)[O-])c1,-1,-1,8,-0.6,11,-18,0,9,-11,-1
C=CCn1c(SCC(=O)Nc2ccccc2OC)nc(O)c(CC)c1=O,0,-25,-2,-0.5,18,-17,1,19,16,2
CCn1c(=N)n(CC(O)c2ccco2)c2ccccc21 (centres undefined),-1,-45,-2,-0.1,21,11,4,-18,0,3
CC(C)CC(=O)N/C(N)=N/c1nc2ccccc2s1,7,-119,3,0.5,-60,-93,-1,10,2,0
Cc1ccc(C(=O)N/N=C/C=C/c2ccccc2)o1,2,8,0,-0.5,33,-58,2,-7,-5,-2
COc1ccc(OC)c(S(=O)(=O)CC(O)CS(=O)(=O)c2ccccc2)c1 (centres undefined),-3,4,-1,-0.7,17,0,6,3,2,2
COc1cc(/C=N/N2CCN(C3c4ccccc4-c4ccccc43)CC2)cc(OC)c1O,-1,-38,-3,-0.2,29,15,-1,1,3,6
COc1ccc(N2CCN(c3cc(C)nc4ccc(OC)cc34)CC2)cc1,0,-4,-8,-10,22,2,-2,-3,3,-13
Cc1n(C)c2cc(Cl)ccc2[n+]1Cc1ccccc1,2,-15,1,0.1,1,16,3,-9,-3,-6
O=C(NC(=S)Nc1cc(S(=O)(=O)N2CCOCC2)ccc1N1CCOCC1)c1ccco1,2,-10,-1,-0.8,-2,28,6,-7,-7,-2
Cc1ccccc1-c1nc(Cc2ccc(Cl)cc2)no1,2,2,2,1.5,-13,-17,7,18,17,23

Quoted from the listing:
Result for `Cc1ccc(C(=O)N/N=C/C=C/c2ccccc2)o1` under IEC-6 tox: 2
Result for `CN(C)S(=O)(=O)c1cccc(COC(=O)c2cc([N+](=O)[O-])ccc2N2CCOCC2)c1` under HSF-1 act: -10

New compounds follow:
smiles,HSP90 inh,KLF5 inh,Platelet DG rel,HIF act,AI-2 QS modul,aSyn 5UTR inh,IEC-6 tox,HSF-1 act,SKKanGAS inh,HSF1 inh
CC(=O)Nc1ccc(S(=O)(=O)NCc2nc(-c3ccccc3Cl)no2)cc1,0,-6,-4,0.1,13,-2,-3,3,-2,-4
CN(C)S(=O)(=O)c1ccc(C(=O)Nc2ccc(Cl)cc2)cc1,0,-14,-9,0.4,3,9,3,11,-5,10
CC(C)Oc1ccc(C(=O)N2CCN(C(=O)c3ccco3)CC2)cc1,1,-18,5,0.0,21,-5,-6,4,-12,1
CCOC(=O)c1cc(-c2ccc(C)o2)nn1CCC#N,-1,7,-1,-0.4,26,11,1,-40,-1,-18
COc1ccc(/C=C(\NC(=O)c2ccc(OC)cc2)C(=O)Nc2ccccc2C(=O)O)cc1,-2,-26,21,1.1,11,-10,-6,10,6,-6
CCn1c(SCC(=O)c2[nH]c(C)c(C(C)=O)c2C)nnc1-c1ccccc1,3,7,1,0.0,24,0,-2,8,-4,7
COc1ccc(-c2oc3ccc(-c4cc(OC)c(OC)c(OC)c4)cc3c2-c2ccc(OC)cc2)cc1,nt,nt,4,-1.7,23,-16,nt,3,10,-3
CC(=O)c1ccc(N2CCN(C(=O)c3nn(C)c4c3CS(=O)(=O)c3ccccc3-4)CC2)cc1,1,-7,8,0.1,7,-17,-6,2,2,-2
C=C1C(=O)O[C@@H]2[C@H]1CC[C@H](C)[C@]1(O)CCC(=O)[C@@]21C,-3,-22,1,-13,8,-3,13,-9,-1,2
COc1ccccc1C(=O)C1CCCN(C(=O)C2CCCC2)C1 (centres undefined),0,-14,-5,0.0,26,6,1,8,-1,8
O=C(N/N=C/c1ccc(O)cc1)c1cc(-c2ccc3c(c2)OCO3)n[nH]1,2,-7,13,2.2,9,-60,-2,16,4,8
Cc1ccc2c(CN(C)Cc3cccc(F)c3)cc(=O)oc2c1C,5,-28,-3,0.4,2,-14,41*,30,19,18
CC1(c2ccc(OC(F)F)cc2)NC(=O)N(CC(=O)Nc2cccc(F)c2)C1=O (centres undefined),1,4,9,0.9,-93*,-1,2,-16,-2,-4
O=C(OCN1C(=O)c2ccccc2C1=O)/C(=C\c1ccco1)NC(=O)c1ccccc1,2,-25,14,0.0,-1,-7,-15,-49,-5,-41
CC(C)NC(=O)Cn1cnc2c1c(=O)n(C)c(=O)n2C,0,-19,-1,0.4,8,5,0,-3,-4,-7
O=C(CCl)NCc1cc(-c2ccc(Cl)cc2)no1,5,3,9,-2.5,-9,-65,24*,27,5,13
COCCn1c(/C=C/c2ccccc2)nc2ccccc21,-8,-106,11,2.9,10,-156,1,18,-3,18
CCN(CC(=O)NC(C)C)C(=O)C(CCSC)NC(=O)c1ccccc1OC (centres undefined),4,-26,12,-0.7,18,-5,-3,4,1,8
CC(C)CNCC1OCc2ccccc2CO1,1,-24,8,-0.1,4,-16,5,-5,-6,-2
Cc1ccc(-c2noc(CN(C)C(=O)Nc3ccc(F)cc3)n2)cc1,3,-3,-4,-0.6,19,8,4,5,-7,-1
COc1cc(OC)c(OC)cc1/C=N/NC(=S)NCC1CCCO1 (centres undefined),5,-29,6,-0.1,18,3,4,-76,-13,-70*
COc1ccccc1-c1nnc2n1N=C(C)CS2,-3,7,5,0.0,9,-11,-5,-14,-5,-7
COc1ccccc1C1CCN(C(=O)c2ccco2)CC1,7,7,-8,-0.5,5,21,9,-5,-2,3
COc1cc2[nH]c(=S)nc(NCc3ccccc3)c2cc1OC,1,-33,-16,-0.7,34,-57,14,1,-4,-4
O=C(CN1C(=O)S/C(=C\C=C\c2ccccc2)C1=O)N1CCCCC1,-2,-60,26,0.1,21,-43,-5,16,15,11
CC1=C(C(=O)OC(C)C)C(/C=C/c2ccccc2)NC(=O)N1 (centres undefined),nt,nt,-2,0.1,15,1,nt,-2,1,-3
O=S(=O)(c1cccs1)N1CCN(Cc2ccccc2)CC1,-1,-2,-1,-0.5,-1,19,0,-50,4,-40
